TNAP inh no acc – human TNAP enzyme inhibitors, primary screen, biochemical, luminescent, no phosphate acceptor, uHTS | inhibition, % at 20 µM | 200,000 tested, 0.26% active | purified TNAP, CDP-star luminescence, 30 min | Alkaline phosphatase, tissue-nonspecific isozyme (Homo sapiens), P05186;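 active means tissue-nonspecific alkaline phosphatase inhibition above about 50% at 20 µM in the single-dose screen, limit read from the data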;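 further: 0% = DMSO negative control and 100% = EDTA positive control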
S1P3 antag – S1P3 receptor antagonists, primary screen, cell-based; Sphingosine 1-phosphate receptor 3 (Homo sapiens), Q99500; CHO S1P3 NFAT-BLA reporter, FRET fluorescence, antagonist mode; inhibition, % at 4.98 µM; 170,000 tested, 0.27% active;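 active means inhibition above the plate cutoff, the mean inhibition of test wells on that plate plus 3 SD, cut at about 28% in these data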;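 further: cells challenged with S1P at its EC80 of 0.8 µM; blue over green emission ratio from cleaved BLA substrate after 4 h stimulation; 0% = S1P-stimulated wells and 100% = unstimulated DMSO-only wells; some compounds past the cut are filed as inactive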
Target sequence (Q99500 whole entry, looked up): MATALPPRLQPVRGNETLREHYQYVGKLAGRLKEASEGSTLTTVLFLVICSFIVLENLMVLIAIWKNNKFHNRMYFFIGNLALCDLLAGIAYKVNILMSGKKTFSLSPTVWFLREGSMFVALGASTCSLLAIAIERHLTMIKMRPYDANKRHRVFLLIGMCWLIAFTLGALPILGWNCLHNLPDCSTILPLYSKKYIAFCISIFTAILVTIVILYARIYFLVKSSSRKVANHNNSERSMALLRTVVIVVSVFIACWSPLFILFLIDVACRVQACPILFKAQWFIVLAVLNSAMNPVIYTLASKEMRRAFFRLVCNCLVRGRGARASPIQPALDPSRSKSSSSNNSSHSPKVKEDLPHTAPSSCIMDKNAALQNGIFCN
L major viab – Leishmania major promastigote growth inhibition, primary screen. 200,000 tested, 9% active. AID 1063, 2008. Leishmania major promastigotes, resazurin fluorescence viability. inhibition, % at 10 µM; in the data active means inhibition above about 50%;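 further: promastigotes grown with compound for 44 hours at 28 °C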
PMI act satM6P – human PMI activators, high substrate, primary screen, biochemical, fluorescence intensity, near-saturating mannose 6-phosphate; coupled PMI enzyme assay, resazurin fluorescence, 20 min; hits give high values; 1 = untreated enzyme, 0 = substrate-free blank; activation factor at 20 µM; 190,000 tested, 0.34% active; AID 1216, 2008;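 active means activation factor of 2 or more at 20 µM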
Target sequence (P34949 whole entry, looked up): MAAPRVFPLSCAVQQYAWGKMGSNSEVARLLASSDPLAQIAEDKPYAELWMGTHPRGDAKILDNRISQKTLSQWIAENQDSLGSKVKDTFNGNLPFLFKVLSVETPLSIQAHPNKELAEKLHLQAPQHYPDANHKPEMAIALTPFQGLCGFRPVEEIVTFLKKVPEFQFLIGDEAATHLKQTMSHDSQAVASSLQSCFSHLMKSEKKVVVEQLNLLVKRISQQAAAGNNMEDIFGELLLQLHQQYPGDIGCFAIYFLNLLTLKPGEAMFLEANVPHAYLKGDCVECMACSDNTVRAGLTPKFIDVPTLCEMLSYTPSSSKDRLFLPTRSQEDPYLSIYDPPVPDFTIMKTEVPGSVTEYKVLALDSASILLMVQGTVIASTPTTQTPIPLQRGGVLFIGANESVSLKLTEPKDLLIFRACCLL
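assay system = human phosphomannose isomerase with PGI, G6PDH, diaphorase coupling enzymes | quantity = 15 ng/mL PMI | incubation = enzyme reaction with compound 20 min at room temperature | medium = HEPES pH 7.4 buffer with MgCl2 and Tween-20 | compound dosing = one concentration, 20 µM, in 1% DMSO | measured by = Diaphorase-driven resazurin-to-resorufin fluorescence, excitation 544, emission 590 nm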
RAM network inh – inhibitors of the yeast RAM network, primary screen, dse1pr::URA3 reporter, 5-FOA selection; S. cerevisiae dse1pr::URA3 reporter, 5-FOA growth OD615, 2 d; analog-sensitive cbk1-as2 kinase mutant strain; 190,000 tested, 1.8% active; inhibition, % at 50 µM; AID 868, 2007;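 active means inhibition above a set limit, 3 SD over mean compound inhibition, cut at about 8.4% in these data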;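 further: 0% = DMSO-only wells with no growth and 100% = 10 µM 1-NA-PP1 full growth; inhibition rescues growth on 5-FOA so higher OD means more RAM inhibition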
DTT redox prof – compounds producing H2O2 with reducing agent – biochemical, NIH compound library profiling, artefact control for MLSCN library redox annotation, primary screen; DTT-dependent redox cycling H2O2, phenol red/HRP absorbance; 100% = 100 µM peroxide control, 0% = buffer; activation, % at 10 µM; 200,000 tested, 0.03% active; AID 878, 2007;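 active means activation of at least 50% relative to the plate's high and low controls in the primary single-dose screen; inactive means activation below 50%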;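 further: compound incubated with DTT at 0.8 mM final as the reducing agent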
TNAP inh hi DEA – human TNAP enzyme inhibitors, primary screen, biochemical, luminescent, high phosphate acceptor level, uHTS | Alkaline phosphatase, tissue-nonspecific isozyme (Homo sapiens), P05186 | purified TNAP, CDP-star luminescence, 1 M DEA | inhibition, % at 20 µM | 200,000 tested, 0.03% active;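 active means over 50% inhibition of tissue-nonspecific alkaline phosphatase at 20 µM in the single-dose screen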;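 further: plate controls were DMSO wells for no effect and EDTA-quenched wells as full inhibition for full effect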
Hsp70 act – Hsp70 transcriptional activators, primary screen, cell-based, HeLa, Hsp70 promoter luciferase, luminescence, 10 µM; 200,000 tested, 0.04% active; HeLa Hsp70 promoter luciferase reporter; scaled: vehicle 0, proteasome-inhibitor control 100%; AID 1203, 2008; activation, % at 10 µM;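 active means activation above the mean across all tested compounds plus 3 SD, cutoff set per campaign, cut at about 5.5% in these data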;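 further: 100% = MG132 at 30 µM as the positive control and 0% = DMSO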
PMI activator – activators of human PMI, primary screen, biochemical, fluorescence intensity, near-Km mannose 6-phosphate; Mannose-6-phosphate isomerase (Homo sapiens), P34949; purified human PMI, coupled resazurin fluorescence, 20 min; hits give high values; 1 = vehicle control, 0 substrate-free wells; activation factor at 20 µM; 190,000 tested, 0.005% active;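 active means activation factor of 2 or more at 20 µM, relative to plate controls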
Efa HMGR inh – inhibitors of E. faecalis class II HMGR, primary screen, biochemical, Enterococcus faecalis; HMG-CoA reductase (Enterococcus faecalis, mvaE); purified E. faecalis HMGR, NADPH absorbance 340 nm kinetic; inhibition, % at 10 µM; 190,000 tested, 0.41% active; AID 1066, 2008;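 active means inhibition above a set limit, the median over all tested compounds plus 3 SD, cut at about 9.5% in these data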;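 further: enzyme runs in reverse so mevalonate oxidation gives rising NADPH absorbance; 0% = complete reaction with DMSO and 100% = background rate lacking mevalonate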
* = called active by the depositor; · = not tested or not shown; & = joins results of further samples.

The line under a structure holds: TNAP inh no acc | S1P3 antag | L major viab | PMI act satM6P | RAM network inh | DTT redox prof | TNAP inh hi DEA | Hsp70 act | PMI activator | Efa HMGR inh
- CO/N=C/c1ccc(Oc2ccc(C)cc2)c([N+](=O)[O-])c1
  -20 | -6 | 6 | 1 | 0.4 | -1.0 | -3 | -0.3 | 1.3 | -3
- CCOC(=O)c1c(-c2ccc(C)cc2)csc1NC(=O)c1ccc(N2C(=O)CCC2=O)cc1
  -22 | 16 | -4 | 0.8 | 5.5 | -0.4 | -2 | -0.2 | 0.7 | 1
- CCCCN(CC)CCCNC(=O)c1cn(CC)c2ccc(S(=O)(=O)N3CCc4ccccc4C3)cc2c1=O
  -11 | -23 | 98* | 1 | 0.1 | -0.4 | -3 | -0.1 | 1.1 | -3
- COc1cccc(/C=N/n2c(SC)nnc2-c2ccccc2)c1O
  -8 | 21 | -9 | 0.8 | 1.1 | -0.5 | 1 | 0.0 | 0.9 | -5
- Cc1noc(NS(=O)(=O)c2ccc(N/C=C/C(=O)c3cccnc3)cc2)c1C
  -8 | -8 | -7 | 1 | 2.4 | -2.0 | -3 | -0.3 | 1 | -4
- CCCC(C)C(=O)Nc1ccc(F)c(Cl)c1 (centres undefined)
  -13 | 12 | 23 | 0.9 | 2.0 | -1.0 | -7 | -0.2 | 0.9 | -4
- COc1ccccc1CNC(=O)C(NS(=O)(=O)c1ccc2c(c1)oc(=O)n2C)C(C)C (centres undefined)
  -11 | · | -9 | 0.9 | -0.3 | -0.3 | 0 | 0.1 | 1 | -4
- COCCNC(=O)C(=O)NCCN1CCNCC1
  -26 | -26 | -3 | 1 | -0.1 | -0.5 | -5 | 0.0 | 1 | 2
- Cc1noc(C)c1C(=O)OCC(=O)Nc1cccc(S(N)(=O)=O)c1
  -6 | -19 | -2 | 1 | 0.1 | 0.3 | 0 | -0.3 | 1 | -1
- Cc1cc(NC(=O)CN2CCc3ccccc3C2)nc2c1c(=O)oc1ccccc12
  -5 | 5 | -1 | 1.1 | 1.9 | 0.3 | -3 | -0.3 | 1.3 | -4
- C=CCn1cccc(C(=O)Nc2ccc(OC)c(OC)c2)c1=O
  1 | 2 | -3 | 0.9 | -0.7 | -0.5 | -3 | 0.4 | 1 | 2
- O=S(=O)(c1ccc2nc(COc3ccccc3)[nH]c2c1)N1CCOCC1
  -20 | -14 | -4 | 1.2 | 0.9 | -2.2 | -10 | -0.3 | 1.2 | 0
- O=S(=O)(c1ccccc1)c1cnc(-c2cccnc2)nc1-c1ccccc1
  -8 | · | 3 | 1 | 0.9 | 2.1 | -5 | -0.5 | 1 | -9
- O=C(CCCCCN1C(=O)c2ccccc2C1=O)Nc1ccccc1
  -16 | · | 4 | 1 | 1.1 | 0.1 | -7 | -0.6 | 1 | -6
- O=C(Cn1cnc2scc(-c3cccc([N+](=O)[O-])c3)c2c1=O)NCc1ccco1
  -6 | -5 | 4 | 0.8 | 4.7 | -1.0 | -6 | 0.0 | 1 | -2
- COc1ccc(OC)c2[nH]c(=O)c(CCNC(=O)C3CCCCC3)cc12
  -2 | -12 | 6 | 0.7 | 3.2 | 1.6 | 2 | -0.1 | 0.8 | -1
- O=C(N=Nc1c(O)[nH]c2ccccc12)c1cccs1
  16 | -11 | 5 | 1 | 1.1 | 1.1 | 5 | 0.0 | 1.1 | 1
- CCc1cc(C)c(O)c(CC)n1
  -4 | · | 0 | 0.9 | 0.1 | 0.1 | -1 | -0.2 | 0.9 | -1
- O=C(Cc1ccccc1)NN1C(=O)/C(=C/c2ccccc2C(=O)O)SC1=S
  -12 | -11 | -11 | 1 | 4.0 | -1.4 | -4 | 0.5 | 1.1 | -3
- CC(/C=N/n1c(COc2ccccc2)n[nH]c1=S)=C\c1ccccc1
  35 | · | -7 | 0.9 | 8.4* | -0.5 | 4 | -0.2 | 0.8 | -1
- Cc1ccsc1C(=O)NNC(=S)NCC(C)C
  -7 | · | 0 | 0.9 | 2.9 | -0.8 | -8 | -0.4 | 0.9 | -6
- Cc1ccc(Nc2nc(N)nc(CSc3ncccn3)n2)cc1
  -5 | · | 8 | 1.1 | 0.5 | -0.1 | 4 | -0.3 | 0.9 | 2
- CC(=O)NC1C2CN3CCN(C2)CC1(Cc1ccccc1)C3 (centres undefined)
  -8 | 7 | -4 | 1.1 | 1.3 | 0.1 | -3 | -0.3 | 1 | -3
- COc1cccc(NC(=O)COC(=O)c2nc3nccc(C)n3n2)c1
  -10 | · | -2 | 1 | 1.8 | 1.8 | -5 | -0.1 | 1.1 | 0
- CCOc1ccc(-c2nnc(N(CC)C(=O)C3CCC3)s2)cc1
  -6 | · | 28 | 0.9 | 6.2 | 2.9 | 1 | 0.7 | 0.9 | 0
- CNS(=O)(=O)c1cc(O)c2c(S(=O)(=O)NC)cccc2c1
  -13 | 2 | -7 | 0.9 | 2.6 | -0.5 | -7 | -0.3 | 0.8 | 2
- CC(C)c1nc2sc3c(c2c(=O)n1N)CC(C)(C)OC3
  2 | -27 | -1 | 1 | 3.2 | 0.3 | -2 | -0.2 | 1 | -7
- Cc1nc2ccc(NC(=O)COc3ccccc3C)cc2s1
  -2 | -35 | 11 | 1 | 3.0 | -0.3 | 3 | -0.1 | 1.2 | -9
- N#Cc1cccc(N=c2ssnc2Cl)c1
  -21 | -14 | -2 | 0.6 | -1.4 | -1.6 | -1 | -0.1 | 0.3 | -3
- COc1ccc(NS(=O)(=O)c2cccc(-c3nnc(-c4ccccc4)o3)c2)cc1
  -7 | · | 16 | 0.9 | 2.2 | -0.7 | 0 | -0.1 | 0.8 | -4

Arranged by formula weight (low to high): 3 of the compounds above.
The line under a structure holds: TNAP inh no acc | S1P3 antag | L major viab | PMI act satM6P | RAM network inh | DTT redox prof | TNAP inh hi DEA | Hsp70 act | PMI activator | Efa HMGR inh
- COCCNC(=O)C(=O)NCCN1CCNCC1
  -26 | -26 | -3 | 1 | -0.1 | -0.5 | -5 | 0.0 | 1 | 2
- O=S(=O)(c1ccccc1)c1cnc(-c2cccnc2)nc1-c1ccccc1
  -8 | · | 3 | 1 | 0.9 | 2.1 | -5 | -0.5 | 1 | -9
- O=C(Cn1cnc2scc(-c3cccc([N+](=O)[O-])c3)c2c1=O)NCc1ccco1
  -6 | -5 | 4 | 0.8 | 4.7 | -1.0 | -6 | 0.0 | 1 | -2

Next section
The line under a structure holds: TNAP inh no acc | S1P3 antag | L major viab | PMI act satM6P | RAM network inh | DTT redox prof | TNAP inh hi DEA | Hsp70 act | PMI activator | Efa HMGR inh
- COc1ccc(NC2=C(C(C)=O)C(c3ccc4c(c3)OCO4)C(C(C)=O)C(C)(O)C2)cc1 (centres undefined)
  2 | 1 | -4 | 1 | 0.3 | -1.0 | -1 | -0.5 | 1 | 0
- NC(=O)CS(=O)(=O)c1nc2ccccc2n1CC(=O)N1CCCCC1
  -11 | 16 | -2 | 1 | -1.7 | 3.2 | -3 | -0.3 | 1 | -4
- O=C(Nc1ccc(S(=O)(=O)N2CCOCC2)cc1)c1ccc(CN2CCc3ccccc3C2)cc1
  -4 | · | 91* | 0.9 | -0.1 | 1.1 | -3 | 0.1 | 0.9 | 0
- Cc1ccc(NC(=O)C2(N(CC(C)C)C(=O)Cn3nnnc3N)CCCCC2)cc1
  -13 | -7 | -5 | 1 | 1.1 | 0.1 | -6 | -0.1 | 1 | 3
- Cc1ccc(NC(=S)N(CCN(C)C)C(C)c2ccco2)cc1C (centres undefined)
  -6 | -4 | 46 | 1 | -0.9 | 3.5 | -3 | 0.0 | 1 | -4
- CCOc1ccc(NC(=O)C2CCCN(C(=O)NCc3ccccc3)C2)cc1 (centres undefined)
  -16 | · | -1 | 0.9 | 5.0 | 0.9 | -5 | 0.0 | 0.9 | 2
- CCCCN(c1ccccc1)S(=O)(=O)c1cccc(C(=O)O)c1
  -9 | -16 | -8 | 1.1 | 2.9 | -0.6 | -1 | -0.4 | 1.2 | -3
- O=C(NC1CCCCC1)c1cc([N+](=O)[O-])ccc1N1CCOCC1
  -4 | · | -6 | 1 | 0.9 | -6.0 | -1 | 0.3 | 1 | -2
- COc1cccc(Nc2nc(NCC3CCCO3)c3ccccc3n2)c1 (centres undefined)
  -13 | · | 100* | 1 | 1.9 | 0.1 | -3 | -0.2 | 1 | -8
- FC(F)(F)c1cccc(Cc2noc(CN3CCCC3)n2)c1
  -1 | -4 | -2 | 1 | 1.2 | -1.6 | 0 | -0.3 | 1 | -8
- CCn1c(=O)c(=O)[nH]c2cc(C(=O)Nc3ccc(S(=O)(=O)N4CCCC4)cc3)ccc21
  -10 | -23 | 2 | 0.9 | 7.6 | -0.7 | -8 | -0.2 | 1.1 | -2
- c1ccc2[nH]c(-c3ccncc3)nc2c1
  -6 | -6&11 | 11 | 0.9 | 0.6 | -1.1 | -6 | -0.4 | 0.8 | -3
- CC(=O)Nc1ccc(S(=O)(=O)N2CCN(Cc3ccccn3)CC2)cc1
  -6 | · | -3 | 0.9 | 1.4 | 0.1 | -1 | -0.1 | 0.9 | -3
- CCN(CC)CCNC(=O)c1cn(-c2ccccc2)nc1-c1cccs1
  -2 | · | 22 | 1 | 0.9 | 0.2 | 0 | -0.2 | 1 | -2
- O=C(N/N=C/c1cn(-c2ccccc2)nc1-c1cccnc1)c1cccnc1
  -26 | -10 | 6 | 1 | 0.6 | -0.6 | 0 | -0.4 | 1 | 1

Three of these compounds in another layout.
smiles: Cc1nc2ccc(NC(=O)COc3ccccc3C)cc2s1
  TNAP inh no acc: -2 | S1P3 antag: -35 | L major viab: 11 | PMI act satM6P: 1 | RAM network inh: 3.0 | DTT redox prof: -0.3 | TNAP inh hi DEA: 3 | Hsp70 act: -0.1 | PMI activator: 1.2 | Efa HMGR inh: -9
smiles: N#Cc1cccc(N=c2ssnc2Cl)c1
  TNAP inh no acc: -21 | S1P3 antag: -14 | L major viab: -2 | PMI act satM6P: 0.6 | RAM network inh: -1.4 | DTT redox prof: -1.6 | TNAP inh hi DEA: -1 | Hsp70 act: -0.1 | PMI activator: 0.3 | Efa HMGR inh: -3
smiles: COc1ccc(NS(=O)(=O)c2cccc(-c3nnc(-c4ccccc4)o3)c2)cc1
  TNAP inh no acc: -7 | S1P3 antag: · | L major viab: 16 | PMI act satM6P: 0.9 | RAM network inh: 2.2 | DTT redox prof: -0.7 | TNAP inh hi DEA: 0 | Hsp70 act: -0.1 | PMI activator: 0.8 | Efa HMGR inh: -4
